Compound activity deposited in PubChem BioAssay by several laboratories.
Wee1 stabilizer = human Wee1 degradation inhibition, primary screen; P30291; HeLa Luc-Wee1K328M stability, luciferase luminescence; 100% = proteasome inhibitor MG132 effect; reporter increase, % at 5 µM; 1.2% of 220,000 active;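 active means activation above the mean of all tested compounds plus 3 SD, set per screening run, cut at about 8.8% in these data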;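 further: cells exposed to compound for 20 h before luminescence read; 0% = DMSO alone and 100% = MG132 at 30 µM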
eIF4E-4G inh = inhibitors of eIF4E and eIF4G interaction in translation initiation | P63073+Q04637 | TR-FRET eIF4E-eIF4GI(517-606) binding, 2 h | inhibition, % at 21.7 µM | 0.37% of 220,000 active | AID 782;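 active means inhibition above about 30%, limit read from the data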;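 further: 0% = full FRET control wells and 100% = background wells lacking eIF4GI fragment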
PERK inhibitor = blocks human PERK kinase. Q9NZJ5. CHO PERK-DD fusion, SEAP luminescence translation reporter. inhibition, % at 5.6 µM. 0.17% of 220,000 active. AID 1416;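 active means inhibition above the mean inhibition of all tested compounds plus 3 SD, set separately per screening campaign, cut at about 2.9% in these data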;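 further: PERK kinase domain activated by AP20187 dimerizer at 100 nM; 0% = DMSO with dimerizer and 100% = rapamycin at 8.4 µM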
Target sequence (Q9NZJ5 whole entry, looked up, the tested form may be a part): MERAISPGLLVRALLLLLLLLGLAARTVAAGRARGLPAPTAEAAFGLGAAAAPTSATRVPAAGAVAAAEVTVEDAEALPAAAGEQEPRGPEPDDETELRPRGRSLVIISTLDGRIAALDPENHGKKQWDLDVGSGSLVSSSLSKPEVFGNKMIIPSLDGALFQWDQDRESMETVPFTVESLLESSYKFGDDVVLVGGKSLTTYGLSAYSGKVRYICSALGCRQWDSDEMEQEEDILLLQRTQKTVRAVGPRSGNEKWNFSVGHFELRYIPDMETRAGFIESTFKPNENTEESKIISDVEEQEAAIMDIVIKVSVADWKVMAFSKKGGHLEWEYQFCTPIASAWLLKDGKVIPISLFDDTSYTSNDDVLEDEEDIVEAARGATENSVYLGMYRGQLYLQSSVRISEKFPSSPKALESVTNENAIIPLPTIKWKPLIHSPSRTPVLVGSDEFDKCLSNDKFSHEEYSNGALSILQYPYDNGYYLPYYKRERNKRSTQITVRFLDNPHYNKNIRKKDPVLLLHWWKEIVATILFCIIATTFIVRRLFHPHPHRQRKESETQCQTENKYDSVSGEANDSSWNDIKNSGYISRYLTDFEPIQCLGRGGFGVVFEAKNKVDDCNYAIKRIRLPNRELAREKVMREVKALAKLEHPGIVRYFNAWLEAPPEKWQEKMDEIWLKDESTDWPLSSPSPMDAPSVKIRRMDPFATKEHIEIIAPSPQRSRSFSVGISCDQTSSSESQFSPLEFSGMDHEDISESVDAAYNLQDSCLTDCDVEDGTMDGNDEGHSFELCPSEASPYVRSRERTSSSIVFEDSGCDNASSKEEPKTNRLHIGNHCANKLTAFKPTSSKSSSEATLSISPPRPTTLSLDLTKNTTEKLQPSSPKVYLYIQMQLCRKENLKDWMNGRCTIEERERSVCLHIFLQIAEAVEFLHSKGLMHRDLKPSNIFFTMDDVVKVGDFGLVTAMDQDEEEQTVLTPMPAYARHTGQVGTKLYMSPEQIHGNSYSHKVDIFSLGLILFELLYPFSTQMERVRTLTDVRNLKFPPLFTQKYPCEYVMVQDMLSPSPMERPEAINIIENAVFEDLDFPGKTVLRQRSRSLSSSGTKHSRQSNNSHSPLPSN
S1P4 antag = blocks the human S1P4 receptor. S1P4-expressing cells, antagonist mode, reporter read-out. inhibition, % at 4.98 µM. 0.26% of 220,000 active; in the data active means inhibition above about 29%;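 further: 0% = wells stimulated with agonist and 100% = vehicle wells without agonist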
NPY2 pot ag = potentiators or agonists of human neuropeptide Y receptor Y2 | P49146 | cells expressing NPY-Y2, potentiator/agonist read-out | activation, % at 3.6 µM | 0.45% of 220,000 active; in the data active means activation above about 27%;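 further: cells stimulated with NPY near EC25 plus isoproterenol at EC100; 0% = vehicle plus submaximal agonist and 100% = vehicle plus saturating agonist; some results beyond the cut were filed as inactive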
BaF3 tox = parental Ba/F3 viability inhibition as JAK2V617F counter-screen | CellTiter-Glo ATP luminescence | inhibition, % at 5.6 µM | 1.1% of 220,000 active | AID 1486;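 active means inhibition above a per-campaign cutoff, the mean inhibition of all tested compounds plus 3 SD, cut at about 27% in these data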;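 further: 0% = DMSO wells and 100% = JAK Inhibitor I control wells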
S1P4 ag = activates the human S1P4 receptor. S1P4-expressing cell line, agonist reporter assay. activation, % at 4.98 µM. 0.35% of 220,000 active. AID 1509; in the data active means activation above about 11%;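 further: 0% = DMSO vehicle and 100% = reference agonist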
MDM2 E3 inh = inhibitors of human Mdm2 E3 ubiquitin ligase. cell-based MDM2 ubiquitination luciferase reporter, 2 h; 0 = plate control, 100 = twice control, blank-subtracted. signal enhancement, % at 5 µM. 0.11% of 210,000 active. AID 1230;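 active means signal enhancement of 30% or more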;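 further: luminescence tracks abundance of the self-degrading MDM2-luciferase fusion protein; higher signal means inhibition of MDM2 E3 ligase activity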
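Assay system: stable mammalian line carrying autodegrading MDM2–luciferase fusion reporter; Input: 2000 cells in each well; Compound dosing: single-point 5 µM; Schedule: 2 h compound exposure at 37 °C; Signal: SteadyLite luciferase luminescence after 15 min room-temperature reagent incubation; Evaluation: % luminescence enhancement versus blank-corrected plate control mean; Benchmarks: plate controls and plate blanks.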
Ba/F3 V617F tox = loss of viability in JAK2V617F-driven Ba/F3 cells; Ba/F3 EpoR-JAK2V617F viability, ATP luminescence; inhibition, % at 5.6 µM; 1.1% of 220,000 active;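 active means inhibition above the campaign mean plus 3 SD over all tested compounds, cut at about 24% in these data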;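 further: cytokine-independent growth of Ba/F3 cells driven by EpoR plus mutant JAK2; 0% = DMSO-treated cells and 100% = JAK inhibitor I control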
* = called active by the depositor; . = not tested or not shown; [ ] = remark or other dose.

SMILES	Wee1 stabilizer	eIF4E-4G inh	PERK inhibitor	S1P4 antag	NPY2 pot ag	BaF3 tox	S1P4 ag	MDM2 E3 inh	Ba/F3 V617F tox
Cc1cc[n+](C2=C([O-])c3ccccc3C(=O)/C2=N\S(=O)(=O)c2cccs2)cc1C	-2	3[fluorescence artefact?]	0.6	-10	-12	7	0.4	-7	2
Cc1cc(OCCN2CC(C)OC(C)C2)ccc1[N+](=O)[O-] (centres undefined)	7	5	-0.2	-10	3	1	-0.2	-1	-4
CCOc1cc(CNCCO)c(Cl)cc1OCC(=O)NCCc1ccccc1	0	1	-0.3	-8	-10	0	-2.7	-4	-1
COc1cc(/C=C/C(=O)Nc2ccc3[nH]c(=O)[nH]c3c2)cc(OC)c1OC	0	-1	1.8	6	16	12	-0.4	.	0
CCOC(=O)C(=O)N/N=C/c1ccc(F)cc1	3	4	-0.5	-6	-36	-9	1.0	-14	2
CN(CC(=O)Nc1nccs1)S(=O)(=O)c1ccc(F)cc1	-4	2	0.7	-19	16	6	-1.6	1	1
Nc1nc(C(=O)N2CCOCC2)nn1S(=O)(=O)c1ccc(Cl)cc1	-2	-1	-0.3	6	-30	13	-0.5	-6	7
Cc1nnc(SCc2ccc(C(=O)c3ccc(Cl)cc3)o2)n1-c1ccccc1	-4	-5	-1.6	-19	1	-2	-0.1	.	-5
COCc1nc2ccccc2n1Cc1ccccc1C	1	3	-0.1	1	-3	0	1.2	-8	-3
Cc1nc2ccc(S(=O)(=O)NCC(=O)N3CCc4ccccc4C3)cc2s1	0	2	0.5	-9	-15	5	-1.3	5	0
CN(C(=O)c1cc2sccc2n1C)C1CCCCC1	-4	-8	0.2	2	11	2	-0.3	-7	-2
CCOc1ccc(NS(=O)(=O)c2ccc(NC(=S)NC(=O)C(C)C)cc2)cc1	1	-15	0.0	12	-5	4	-2.5	-5	-1
Cc1cc(C)cc(OC(=O)N2CCOCC2)c1	-1	6[fluorescence artefact?]	0.5	-8	-5	-1	-0.8	-17	-2
COC(=O)c1cn[nH]c1NC(=S)Nc1ccc(Cl)c(Cl)c1	1	4	0.6	-10	10	5	1.4	-11	0
O=C(NCc1ccc2c(c1)OCO2)C(C(=O)c1ccccc1)n1cc(Cl)ccc1=O (centres undefined)	-4	0	0.4	-11	0	4	0.3	-12	2
CCN1C(=O)CSC1=NC12CC3CC(CC(C3)C1)C2	0	10	1.1	2	8	0	-0.9	-10	-2
O=C(c1ccc([N+](=O)[O-])cc1)N1CCC(n2nnc3cc(F)ccc32)CC1	-1	0	-0.2	2	8	4	-0.6	-13	-2
COc1ccc(Br)cc1C(=O)Nc1ccc(C(=O)O)cc1	-2	1	0.0	2	0	5	-1.8	-6	1
Cc1ccc(S(=O)(=O)C2(C(=O)Nc3cccc(F)c3)CC2)cc1	-1	13[fluorescence artefact?]	-0.2	-2	-9	3	1.1	-5	-2
CCn1c(=N)n(CC(=O)c2ccc(Br)s2)c2ccccc21	2	5	-1.7	8	-25	-3	1.6	-10	1
Cc1nc2ccccc2cc1OCc1ccc(F)cc1	-2	-5	0.0	-6	15	10	-3.6	-14	3
O=C(Cn1cnc2cc([N+](=O)[O-])ccc2c1=O)Nc1cccc(S(=O)(=O)N2CCOCC2)c1	2	2	0.1	8	-5	8	2.7	-12	-1
S=C(NCc1ccccc1)N1CCn2cccc2C1c1ccncc1 (centres undefined)	3	-1	0.9	-15	-2	2	1.4	-11	1
CN(C)S(=O)(=O)c1ccc(C(=O)Nc2nnc(SCc3ccccc3)s2)cc1	-2	-7	-0.7	-27	-12	5	0.6	-7	1

Complete entries as entered above.
Entry for Cc1ccc(S(=O)(=O)C2(C(=O)Nc3cccc(F)c3)CC2)cc1 : Wee1 stabilizer: -1; eIF4E-4G inh: 13[fluorescence artefact?]; PERK inhibitor: -0.2; S1P4 antag: -2; NPY2 pot ag: -9; BaF3 tox: 3; S1P4 ag: 1.1; MDM2 E3 inh: -5; Ba/F3 V617F tox: -2
Entry for CN(C(=O)c1cc2sccc2n1C)C1CCCCC1 : Wee1 stabilizer: -4; eIF4E-4G inh: -8; PERK inhibitor: 0.2; S1P4 antag: 2; NPY2 pot ag: 11; BaF3 tox: 2; S1P4 ag: -0.3; MDM2 E3 inh: -7; Ba/F3 V617F tox: -2
Entry for COc1ccc(Br)cc1C(=O)Nc1ccc(C(=O)O)cc1 : Wee1 stabilizer: -2; eIF4E-4G inh: 1; PERK inhibitor: 0.0; S1P4 antag: 2; NPY2 pot ag: 0; BaF3 tox: 5; S1P4 ag: -1.8; MDM2 E3 inh: -6; Ba/F3 V617F tox: 1

Next section:
SMILES	Wee1 stabilizer	eIF4E-4G inh	PERK inhibitor	S1P4 antag	NPY2 pot ag	BaF3 tox	S1P4 ag	MDM2 E3 inh	Ba/F3 V617F tox
C=CCNc1sc(C(=O)c2ccc(Br)s2)c(N)c1C#N	-2	-3	-0.1	-10	-1	-2	-0.3	-20	-2
COc1cccc2c1OCC([C@@H]1C[C@H]3CN(Cc4cccc(Cl)c4)C(=O)[C@]34CCCN14)=C2	-4	-1	-0.4	14	-15	8	0.7	0	3
Cc1cc(=O)oc(C)c1C(=O)Nc1ccc(F)cc1	2	-2	-0.9	-4	-23	-2	0.6	0	-1
COc1ccc2c(c1)OC(O)(C(F)F)CC2=O (centres undefined)	0	-12	-0.2	-16	-3	2	1.5	-13	-2
C=CCNC(=S)NNC(=O)CCC(O)COCCC(C)C (centres undefined)	-1	-2	1.4	-12	-5	3	-0.3	-20	0
COCCn1c(SCC(=O)NC(=O)NC(C)C)nc2ccccc21	1	-1[fluorescence artefact?]	-0.1	-6	7	3	0.9	-16	-1
O=[N+]([O-])c1cc(C(F)(F)F)cc([N+](=O)[O-])c1N1CCCNCC1	-3	-4	0.5	-11	-6	12	0.0	-2	5
COc1ccc(NC(=O)C2CCCN(S(=O)(=O)c3cccc4cccnc34)C2)cc1 (centres undefined)	0	-2	-0.1	-12	2	1	-1.3	-9	-3
O=C(Nc1ccc(Cl)c(Cl)c1)Nc1ccc([N+](=O)[O-])cn1	1	14	1.5	6	2	0	-0.1	-10	-4
O=C(Cc1ccccc1)N/N=C/c1ccc(OCC(=O)Nc2ccccc2)cc1	6	-2	1.0	-13	7	-1	-3.2	-5	-4
COc1cccc(C(=O)O/N=C(\N)c2ccncc2)c1OC	2	2	0.5	-3	13	4	0.5	-2	-3
Cc1ccc(Nc2nc(C)cs2)cc1	-3	-3	0.8	2	-5	12	0.4	-7	1
COc1ccc(NC(=O)C(=O)NCCN2CCN(C(=O)C(c3ccccc3)c3ccccc3)CC2)cc1	1	0	1.1	-5	-5	7	0.7	-14	3
O=S(=O)(Nc1ncn[nH]1)c1ccc(Cl)cc1	-2	2	0.2	-17	2	3	2.1	-10	-3
CC(NC(=O)c1ccc(-c2cc(C(F)(F)F)ccc2Cl)o1)c1ccccc1 (centres undefined)	1	-2	0.3	-6	-7	5	-2.2	-4	1
COc1ccc(CCNC(=O)COc2ccc(S(=O)(=O)NCC(C)C)cc2Cl)cc1OC	8	-2	0.1	-6	3	-2	-1.9	-20	10
Nc1ccc(CN2CCOCC2)cc1	7	-1	0.8	5	12	1	1.6	-15	-2
O=C(CN1C(=O)c2ccccc2S1(=O)=O)NC1CC2CCC1C2 (centres undefined)	0	-2	0.3	4	24	2	2.7	1	0
Cc1ccc(S(=O)(=O)C(CCC(=O)c2ccc(Cl)cc2)C(N)=O)cc1 (centres undefined)	-1	10	1.2	-10	-9	-1	1.0	-1	-2
COc1cc(C(=O)NC(C)Cc2cccs2)cc(OC)c1OC (centres undefined)	0	4	0.9	11	1	7	2.2	-13	2
CCOC(=O)CCn1nc(-c2ccc(C)cc2)c2ccccc2c1=O	-3	-3	-0.1	-11	-17	6	-0.4	-7	-2
CCCCCCCOc1ccc(OC(=O)c2ccncc2)cc1	0	-4	1.9	-20	6	22	-0.2	-3	52*
O=C(CCc1nnc(CCCc2ccccc2)o1)NCC(F)(F)F	0	-1	0.5	-7	1	8	4.0	-6	-2
N#C/C(=N\Nc1ccc(Cl)cc1)C(=N)N1CCCCCC1	-1	1	0.1	-18	2	1	0.9	-23	1
CSc1nnc(-c2ccc(F)cc2)o1	0	-4	1.7	-9	8	0	1.2	-11	-3
O=C(Nc1nc2ccccc2s1)c1ccc(OCC2CCCO2)cc1 (centres undefined)	-1	0	-1.0	-1	8	7	2.1	-35	1
COc1ccc(NC(=O)c2cc([N+](=O)[O-])ccc2N2CCN(C)CC2)cc1	2	3	0.5	-3	3	4	-0.2	-12	-2
CCOC(=O)NC(=O)/C(C#N)=C/c1ccc(N(C)C)cc1	2	2	1.0	4	-1	0	2.2	-8	-4
CCn1c(COc2ccc(C)cc2)nnc1SCC(=O)Nc1ccc(S(N)(=O)=O)cc1	3	1[fluorescence artefact?]	-0.1	-21	-14	1	-1.0	-4	2
COC(=O)CCCCCc1ccc(C(C)=O)s1	2	0	0.8	-4	-7	5	1.6	-21	2
CC(C)NC(=O)C1CCN(C2CCN(C(=O)c3scc4c3CCCC4)CC2)CC1	6	4	0.2	7	10	3	-1.5	-12	-2
O=C(O)c1cccc(COc2ccc3c(c2)CCC3)c1	-4	4	0.8	-6	-7	-1	-0.3	-86	3
Cc1csc(SCC(=O)Nc2cc(C(C)(C)C)nn2-c2ccccc2)n1	-1	3	0.2	0	15	4	-2.8	-21	-2
CCNC(=S)NNC(=O)c1cccnc1	1	1[fluorescence artefact?]	0.9	-22	-7	5	0.5	0	-2
Cc1ccc(C2=[N+]([O-])C3(CCCCC3=O)N(O)C2(C)C)cc1 (centres undefined)	4	-4[fluorescence artefact?]	1.1	0	23	6	0.4	-1	-3
CC(C#N)Sc1ncnc2sc3c(c12)CCC3 (centres undefined)	-2	-1	0.6	-11	-21	1	2.2	-17	4
CCN1C(=O)C2(C(C#N)=C(N)Oc3c2c(C)nn3-c2ccccc2)c2ccccc21 (centres undefined)	-1	-4	-0.3	3	16	1	0.5	-8	2
CCC(c1nnnn1C1CCCCC1)N1CCN(C2CCCC2)CC1 (centres undefined)	2	0	0.4	-1	2	2	0.6	-7	2
O=C1C2C3CC(C2C(=O)N1c1cccc(Cl)c1)[C@H](O)C3O (some centres undefined)	-1	3	-0.2	6	2	-1	1.4	-9	3
CC(C)(C)C(=O)Nc1ccc(N2CCCC2)cc1	0	12	0.3	3	16	0	2.4	-8	-2
COc1ccc(CCNS(=O)(=O)c2ccc3c(c2)n(C)c(=O)c(=O)n3C)cc1OC	0	0	1.3	-17	6	7	0.1	-6	-1
N#CCn1cc(/C=N/NC(=O)c2cc3c(ccc4ccccc43)o2)c2ccccc21	2	-2	1.4	2	-61	-7	5.4	.	-2
CC(CC(=O)Nc1ccc2c(c1)OCCO2)c1ccccc1 (centres undefined)	-3	1	0.5	9	-14	-3	-1.4	-13	0
O=C(COC(=O)CCC(=O)c1cccs1)NC(=O)c1ccc(OC(F)F)cc1	1	3	0.6	0	7	11	0.3	-9	2
Cc1c(C(=O)NC2CCCc3ccccc32)oc2ccc(S(=O)(=O)N3CCCCC3)cc12 (centres undefined)	0	5[fluorescence artefact?]	0.1	4	-5	9	0.6	-8	6
CCCCOCP(=O)(CC)COCCCC	2	1	0.7	-12	1	1	-0.1	5	-1
CC(C)Nc1nc(NC(C)C)nc(SCCOC(=O)Nc2ccc(Cl)cc2Cl)n1	-1	0[fluorescence artefact?]	-0.8	-10	-10	5	2.5	-4	2
